NR2E3 ag-1: agonists of human NR2E3 nuclear receptor | Q9Y5X4 | CHO-S Gal4-NCOR/VP16-NR2E3 two-hybrid, luciferase | inhibition of corepressor binding, % at 3.98 µM | hit rate 0.35% among 360,000 | AID 602229;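 active means inhibition above the mean of all tested compounds plus 3 SD, cut at about 70% in these data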;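 further: 0% = DMSO with NR2E3 transfected cells and 100% = cells lacking NR2E3 construct; higher means lower luciferase signal from less NR2E3 corepressor binding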
Target sequence (Q9Y5X4 whole entry, looked up, the tested form may be a part): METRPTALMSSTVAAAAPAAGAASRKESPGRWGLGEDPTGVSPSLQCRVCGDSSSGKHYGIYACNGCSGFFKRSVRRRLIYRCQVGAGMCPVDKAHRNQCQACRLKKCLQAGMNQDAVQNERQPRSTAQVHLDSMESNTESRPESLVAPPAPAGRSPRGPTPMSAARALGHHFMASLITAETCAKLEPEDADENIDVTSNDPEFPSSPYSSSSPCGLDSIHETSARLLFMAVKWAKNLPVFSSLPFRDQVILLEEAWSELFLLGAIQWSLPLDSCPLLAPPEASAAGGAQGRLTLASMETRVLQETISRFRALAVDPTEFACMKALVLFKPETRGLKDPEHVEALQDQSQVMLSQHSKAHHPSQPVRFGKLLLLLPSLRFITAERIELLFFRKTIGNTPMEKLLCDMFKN
TRPM1 prom inh: MITF TRPM1 promoter inhibition in SK-MEL-5 cells; SK-MEL-5 TRPM1 promoter luciferase, 24 h; inhibition, % at 12.5 µM; hit rate 0.83% among 330,000; AID 488899;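 active means mean inhibition across replicates of 60% or more, whatever share of single replicates reaches that level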; further: values of inactives mirror those of a sister screen read the other way
CF NFkB inh: blocks PAF-induced NF-kB reporter in cystic fibrosis cells | KKLEB NF-kB-GFP reporter, GFP fluorescence overnight | hit rate 0.86% among 360,000 | inhibition, % at 5 µM | AID 588850;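 active means at least 50% inhibition at 5 µM, scaled per plate between neutral and stimulator controls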;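 further: PAF is a Pseudomonas aeruginosa culture filtrate used as stimulus; plate controls were PAF-stimulated DMSO wells for no effect and unstimulated DMSO wells for full effect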
Shn3 inh set2: inhibitors of Schnurri-3 3'UTR reporter in osteoblasts; Clone20 osteoblast Shn3 3'UTR firefly luciferase, 24 h; inhibition, % at 12.5 µM; hit rate 0.52% among 360,000;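 active means mean inhibition of at least 75% with every replicate also reaching 75%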;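 further: 0% = median of neutral control wells and 100% = pilot-screen positive control compound; some compounds past the cut are filed as inactive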
Peg3 promoter: inhibitors of Peg3 promoter; AID 588405; inhibition, % at 20 µM; hit rate 1.7% among 360,000; HeLa PEG-Prom luciferase reporter, luminescence, overnight;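 active means inhibition of at least 50% at 20 µM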
aDG glyco up: increases alpha dystroglycan glycosylation; Pro5-aDG cells, alpha-DG glycosylation AlphaScreen (IIH6); 0% Pro5, 100% B10-LARGE cell signal; activation, % at 10 µM; hit rate 0.22% among 360,000;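 active means activation of at least 8% versus controls, or a plate z-score of at least 8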;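 further: Pro5 are CHO cells carrying HIG-tagged alpha-DG that lacks glycosylation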
KKLEB cytotox: CF airway cell cytotoxicity counter-screen | activity change (cytotoxicity), % at 5 µM | hit rate 0.36% among 360,000 | AID 602141 | KKLEB CF airway cells viability, ATPlite luminescence, overnight; hits give low values; cells stimulated with P. aeruginosa culture filtrate;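 active means corrected activity change at or below -50% at 5 µM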
HIF-2a block: inhibitors of HIF-2a; AID 624352; hit rate 0.72% among 360,000; inhibition, % at 18.8 µM; 786-0 RCC cells HIF-2a reporter, luciferase luminescence, overnight;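 active means inhibition of the luminescence signal of 40% or more relative to plate controls, in a single-dose primary screen at 18.75 µM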
NR2E3 ag-2: NR2E3 (human) agonism; GST-NR2E3/biotin-RetCOR TR-FRET, 1536-well; inhibition of corepressor binding, % at 4.78 µM; hit rate 0.12% among 320,000; AID 2300; Q9Y5X4;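 active means percent inhibition above the cutoff of mean plus 3 SD of all tested compounds, set per screening campaign, cut at about 20% in these data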;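 further: 0% = DMSO wells and 100% = biotin wells as full block of FRET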
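Test system: GST-NR2E3 and biotin-RetCOR proteins | Quantity: 1.35 nM GST-tagged NR2E3 final | Medium: Tris pH 7.5 | Also added: 7 nM biotin-RetCOR | Dosing: Compound at 4.8 µM, single dose | Timing: 5 h at 4 °C | Detection: Time-resolved FRET | Read-out basis: Percent inhibition | Benchmarks: Biotin wells as high control, 0.6% DMSO wells as low control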
TWEAK Fn14 block: blocks TWEAK-Fn14 interaction in a reporter cell assay; TWEAK-stimulated Fn14 reporter cells, luciferase luminescence, 8 h; inhibition, % at 10 µM; hit rate 2% among 360,000; AID 1159606; in the data active means inhibition above about 50%
iPSC survival up: enhancers of human iPSC single-cell survival; survival enhancement, % at 20 µM; hiPSC single-cell survival, ATPlite luminescence; 100% = ROCK inhibitor wells, 0% = DMSO; hit rate 0.044% among 360,000; in the data active means survival enhancement above about 18%;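 further: cells exposed to compounds for 16 hours before the ATP read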
Starred values were filed as active, the others as inactive; x = not tested or not shown.

SMILES | NR2E3 ag-1 | TRPM1 prom inh | CF NFkB inh | Shn3 inh set2 | Peg3 promoter | aDG glyco up | KKLEB cytotox | HIF-2a block | NR2E3 ag-2 | TWEAK Fn14 block | iPSC survival up
Cc1ccc(N=Nc2c(N)nn3c(N)c(C#N)c(C)nc23)cc1 | 20 | 41 | 24 | 4 | 16 | 0.8 | -4 | -46 | -1 | 10 | 0.2
O=C(OCc1nnc(-c2ccccc2)o1)c1ccc(Br)o1 | -17 | -10 | 10 | -7 | 7 | -0.1 | -4 | 0 | -5 | -10 | -0.4
COc1cccc(Cn2c(=O)ccc3ccccc32)c1 | -7 | -6 | 6 | -3 | -28 | -0.2 | 10 | -29 | -1 | 0 | -2.3
Cn1ncc([N+](=O)[O-])c1C(=O)Nc1cccc(Cl)c1 | -30 | 5 | 3 | 16 | 18 | 0.0 | 1 | -3 | 3 | -21 | -0.5
CCOCCCNC(=O)c1ccc2c(=O)n(Cc3ccc4c(c3)OCO4)c(=S)[nH]c2c1 | -10 | 0 | 18 | 3 | 11 | 0.0 | 1 | 21 | 2 | -12 | 0.9
CC1=C(C#N)C(=O)NC(=O)/C1=C\c1ccc(-c2ccc(C)cc2[N+](=O)[O-])o1 | -32 | 16 | 8 | 0 | 7 | -0.3 | -4 | -2 | x | -7 | -0.3
Cc1nn(-c2ccccc2)c(C)c1NC(=O)c1cccs1 | -1 | -4 | 7 | -8 | 3 | -0.3 | 7 | 6 | 4 | 3 | 11
Cc1cc(Nc2ccc(F)c(F)c2)nc(-c2ccccc2O)n1 | -13 | -8 | -16 | 24 | -5 | 0.2 | -6 | -30 | -1 | -17 | 0.4
FC(F)(F)c1nnc2n1N=C(c1ccccc1)CS2 | -33 | -2 | 2 | 4 | 32 | 0.2 | -6 | 4 | -1 | 6 | 0.0
Cc1ccc(NC(=O)C2=COCCO2)cc1S(=O)(=O)N1CCOCC1 | -23 | 4 | -6 | -8 | 2 | -0.1 | 21 | 4 | 1 | -7 | 0.9
CCOc1ccccc1NC(=O)COc1cccnc1[N+](=O)[O-] | 1 | 0 | -12 | 8 | -3 | 0.4 | 12 | -16 | x | -3 | 2.4
S=C(Nc1ccc(Oc2ccccc2)cc1)NC1CCCCC1 | 29 | 10 | 3 | 5 | -18 | 0.6 | -4 | -42 | 2 | -1 | -5.1
CC1=C(C(=O)N2CCOCC2)C(c2ccc(Cl)cc2)NC(=S)N1 (stereo not given) | -14 | -15 | 2 | -13 | 3 | 0.1 | 5 | 12 | 5 | 5 | -0.4
CCCCC1=CC2=C(c3ccco3)C(=O)C(C)(OC(=O)c3ccc(OC)cc3)C(=O)C2=CN1c1ccccc1 (stereo not given) | -46 | -5 | 8 | 10 | 13 | -0.2 | 1 | 14 | 34* | -3 | 0.0
COCCCn1c(C)nnc1SCC(=O)NCc1ccco1 | -4 | -8 | 5 | 2 | 1 | 0.0 | -4 | 11 | 4 | 15 | 1.4
CC(C)C1C(=O)N(Cc2cn(CCC3OCCO3)nn2)CCS(=O)(=O)N1Cc1ccc(-c2ccccc2Cl)cc1 (stereo not given) | 1 | x | 18 | 25 | 27 | -0.1 | 1 | -6 | x | 48 | -0.8
COc1ccc(C(=O)NCCCOC(C)C)cc1OC1CCN(C(C)=O)CC1 | -35 | -37 | 24 | -47 | -89 | -0.1 | -2 | -183 | -3 | -10 | -0.4
CCN(CC)c1ccc(NC(=O)CN2C(=O)NC3(CCc4ccccc43)C2=O)cc1 (stereo not given) | 17 | 2 | 0 | -7 | -10 | -0.1 | -7 | 7 | 0 | -9 | -0.3
Cc1ccc(NC(=O)NC2CCCCC2)cc1S(=O)(=O)N1CCOCC1 | -8 | 18 | -6 | -1 | 10 | 0.3 | 7 | -4 | 6 | -5 | -0.3
O=C(COC(=O)c1cccnc1Cl)Nc1cc(S(=O)(=O)N2CCOCC2)ccc1Cl | 11 | -1 | -21 | -12 | 11 | -0.2 | 5 | 11 | 2 | 6 | 0.0
O=c1[nH]c(C2CCCN(S(=O)(=O)c3ccccc3)C2)nc2c1nnn2Cc1ccccc1Br (stereo not given) | -1 | 9 | 9 | 0 | 10 | -0.6 | -8 | 21 | -3 | -23 | -0.6
Cc1nc(SCC(=O)c2ccccc2)n[nH]1 | -11 | -5 | -2 | 18 | -37 | -0.3 | 16 | -30 | 1 | 3 | 1.1
Cc1cccc(/C=C2\CS/C(=C\c3cccc(C)c3)C2=O)c1 | -8 | -7 | -12 | -23 | -47 | -0.3 | -2 | -21 | -4 | -8 | 0.4
O=C(N/N=C\c1cn(-c2ccccc2)nc1-c1ccccc1)c1ccc2c(c1)OCO2 | -26 | -40 | -12 | 19 | -38 | -0.1 | 4 | -100 | 1 | 43 | 0.4
Cc1cccc(NCc2ccc(O)c3ncccc23)c1C | 7 | 36 | 32 | 82 | 33 | 0.3 | -10 | 11 | -1 | 36 | -0.7

An excerpt of these results, tab-delimited.
Compound	NR2E3 ag-1	TRPM1 prom inh	CF NFkB inh	Shn3 inh set2	Peg3 promoter	aDG glyco up	KKLEB cytotox	HIF-2a block	NR2E3 ag-2	TWEAK Fn14 block	iPSC survival up
CCOCCCNC(=O)c1ccc2c(=O)n(Cc3ccc4c(c3)OCO4)c(=S)[nH]c2c1	-10	0	18	3	11	0.0	1	21	2	-12	0.9
CC1=C(C#N)C(=O)NC(=O)/C1=C\c1ccc(-c2ccc(C)cc2[N+](=O)[O-])o1	-32	16	8	0	7	-0.3	-4	-2	x	-7	-0.3
Cc1nn(-c2ccccc2)c(C)c1NC(=O)c1cccs1	-1	-4	7	-8	3	-0.3	7	6	4	3	11
Cc1cc(Nc2ccc(F)c(F)c2)nc(-c2ccccc2O)n1	-13	-8	-16	24	-5	0.2	-6	-30	-1	-17	0.4
FC(F)(F)c1nnc2n1N=C(c1ccccc1)CS2	-33	-2	2	4	32	0.2	-6	4	-1	6	0.0
Cc1ccc(NC(=O)C2=COCCO2)cc1S(=O)(=O)N1CCOCC1	-23	4	-6	-8	2	-0.1	21	4	1	-7	0.9
CCOc1ccccc1NC(=O)COc1cccnc1[N+](=O)[O-]	1	0	-12	8	-3	0.4	12	-16	x	-3	2.4
S=C(Nc1ccc(Oc2ccccc2)cc1)NC1CCCCC1	29	10	3	5	-18	0.6	-4	-42	2	-1	-5.1

Additional records follow:
SMILES | NR2E3 ag-1 | TRPM1 prom inh | CF NFkB inh | Shn3 inh set2 | Peg3 promoter | aDG glyco up | KKLEB cytotox | HIF-2a block | NR2E3 ag-2 | TWEAK Fn14 block | iPSC survival up
Cc1n[nH]c(C)c1CCc1nc2c3ccccc3nc(SCC(N)=O)n2n1 | -21 | 0 | -5 | -5 | -1 | 0.0 | 8 | 14 | x | 3 | -0.9
Cn1c(=O)c2c(nc(N3CCN(c4ccccn4)CC3)n2Cc2ccc(Cl)cc2Cl)n(C)c1=O | -10 | 0 | 6 | 6 | -1 | 0.1 | 4 | 8 | -1 | -18 | 2.0
CC(=O)N(C1=C(Cl)C(=O)c2ccccc2C1=O)c1ccc(C(=O)O)cc1 | -38 | 12 | -9 | 5 | 6 | 0.1 | -7 | -14 | -5 | 10 | 0.1
COC(=O)c1ccc(CSc2ccc(S(=O)(=O)N3CCCCC3)cn2)cc1 | -2 | -6 | -1 | -4 | -15 | 0.0 | -12 | -18 | 4 | -35 | 0.2
Cc1ccc(C2CC(c3ccccc3OC(F)F)Nc3ncnn32)cc1 (stereo not given) | 14 | -1 | 8 | 9 | 2 | 0.8 | -3 | 14 | 2 | -9 | 2.1
CCC(Oc1ccccc1)C(=O)N(Cc1ccccc1)c1ccccn1 (stereo not given) | 18 | 8 | 17 | 5 | 30 | -0.1 | -4 | 28 | -2 | 12 | -2.0
Cc1c(C(=O)NCc2ccc(C#N)cc2)sc(=O)n1Cc1ccccn1 | 8 | x | -10 | -7 | -14 | -0.1 | -16 | -1 | x | 1 | -0.5
CC(=O)N1CCc2cc(NC(=O)c3ccc(C)cc3)ccc21 | -85 | -37 | -5 | -4 | -179 | -0.4 | -9 | -164 | 1 | 18 | -2.0
Cc1nc(CC(=O)O)c(-c2ccccc2)s1 | -31 | 6 | 0 | 8 | -12 | 0.0 | 6 | 14 | 2 | -12 | 1.2
Cc1cc(C(=O)N/N=C/c2cccs2)no1 | -23 | 5 | -15 | -19 | -25 | -0.3 | -3 | -78 | -2 | -3 | -0.9
C[C@H]1CN([C@@H](C)CO)S(=O)(=O)c2ccc(Br)cc2O[C@H]1CN(C)S(=O)(=O)c1ccccc1F | -11 | x | -1 | -43 | -2 | 0.0 | 5 | 9 | x | -26 | 0.2
CCCCN1C(=O)N(C)C2NC(=S)NC21 (stereo not given) | -10 | 9 | 5 | -67 | 20 | -0.1 | -8 | 18 | 1 | 8 | -0.3
CCOC(=O)C1=C(C)Nc2nc3ccccc3n2C1c1ccccc1 (stereo not given) | 0 | 5 | 18 | -16 | 9 | -0.2 | 0 | 5 | 0 | 14 | -2.0
CCC(Oc1ccccc1)C(=O)NCCOC (stereo not given) | -7 | -2 | -9 | 17 | 1 | -0.2 | 11 | 5 | 1 | -1 | 0.3
COc1cc(-c2nnc(NC(=O)CS(=O)(=O)c3ccc(C)cc3)o2)cc(OC)c1OC | -13 | -3 | -15 | -6 | -3 | 0.0 | -1 | 5 | 0 | -6 | 0.2
CCCNC(=O)C1(C)CCN(C(=O)c2cccc(C(F)(F)F)c2)C1 (stereo not given) | -16 | x | -1 | 2 | 7 | -0.1 | -6 | 5 | x | 11 | 0.9
O=C(CSc1nnc(NC(=O)C2CC2)s1)NCc1ccccc1Cl | -36 | 5 | 11 | 7 | 10 | -0.1 | -27 | 15 | 3 | -1 | -0.4
CN1CCC(N(C)S(=O)(=O)c2ccc(NC(=O)COc3cccc(C(F)(F)F)c3)cc2)CC1 | 5 | -9 | -12 | -20 | -13 | 2.2 | 1 | -2 | -2 | -8 | -0.3
Cc1ccc(CNC(=O)C2CC(c3ccc(C(F)(F)F)cc3)=NO2)o1 (stereo not given) | 9 | -1 | 3 | 11 | 15 | 0.2 | 9 | 7 | 4 | 2 | -1.7
c1ccc(-c2cn(CC3CCCCC3)nn2)cc1 | -61 | -44 | -27 | -98 | -242 | 0.0 | 7 | -293 | 0 | -9 | -1.9
COc1ccc(-c2nc(CN3CCN(Cc4cccc(Cl)c4)CC3)c(C)o2)cc1 | -2 | 3 | -4 | 41 | 18 | -0.1 | 0 | 3 | 0 | -2 | 0.5
COC(=O)C1=C(C)NC(=O)CC1c1ccc(C(=O)OC)cc1 (stereo not given) | -16 | -4 | 5 | -9 | -1 | 0.1 | -1 | 0 | 1 | -1 | -0.5
